# GRP78 ERSR act – inducers of ER stress response in human glioma cells; U87-MG GRP78 promoter luciferase reporter, 16 h; Potency, µM, for the others: at the highest dose activation, most hits filed as activators; AID 602332; 420,000 compounds, 0.02% hits; note: potency is the fitted concentration of half-maximal effect; series mostly up to about 76 µM; % of control where 0% means no effect; nearly all actives have a fitted effect of over 35% in size
#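 Stably transfected U87-MG human glioma cells carrying a GRP78-based luminescent sensor were seeded at 1000 cells/well, pin-dosed with compounds and incubated 16 h. Luciferase reagent was then added, and end-point luminescence was read after 10 min at room temperature.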
# Vif-A3G inh – inhibitors of Vif-APOBEC3G interaction | Q9HC16 | HeLa A3G-eYFP + Vif (tagged APOBEC3G with the HIV-1 protein that degrades it), YFP fluorescence, overnight | Potency, µM (doses to about 46.1 µM), for inactives: at the highest dose activity, negative = active, actives largely listed as inhibitors | 410,000 compounds, 0.076% hits;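 note: potency is the fitted concentration of half-maximal effect; % is set by controls: 0 for no effect and ±100 for the full control effect; nearly all actives have a fitted effect of over 60% in size; hits raise eYFP signal because A3G escapes Vif-driven loss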
# Target sequence (Q9HC16 whole entry, looked up): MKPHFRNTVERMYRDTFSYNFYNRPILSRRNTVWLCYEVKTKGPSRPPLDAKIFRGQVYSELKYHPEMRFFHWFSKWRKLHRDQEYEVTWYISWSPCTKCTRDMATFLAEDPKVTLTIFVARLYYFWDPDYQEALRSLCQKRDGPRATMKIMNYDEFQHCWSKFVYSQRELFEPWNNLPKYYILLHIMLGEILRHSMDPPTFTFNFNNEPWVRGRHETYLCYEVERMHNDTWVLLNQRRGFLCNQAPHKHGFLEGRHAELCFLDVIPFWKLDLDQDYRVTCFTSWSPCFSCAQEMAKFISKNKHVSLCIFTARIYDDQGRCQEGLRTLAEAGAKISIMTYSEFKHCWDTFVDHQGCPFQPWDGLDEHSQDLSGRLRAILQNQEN
#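 Read-out is eYFP fluorescence (Ex 488/Em 500-530) from Vif-expressing HeLa A3G-eYFP cells; more signal means A3G escaped Vif-mediated degradation. Cells plated overnight, compound pinned in, incubated overnight at 37 deg C.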
# Vif-A3F inh – Vif-A3F binding inhibition; HeLa A3F-eYFP + Vif (tagged APOBEC3F with the HIV-1 protein that degrades it), YFP fluorescence increase; Potency, µM (top dose mostly 46.1 µM), inactives show at the highest dose activity, negative = active; 390,000 compounds, 0.2% hits; note: potency is the fitted concentration of half-maximal effect; % of control where 0% means no effect; nearly all actives have a fitted effect of over 65% in size
#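 HeLa cells stably expressing A3F-eYFP plus Vif, plated and incubated overnight at 37 deg C, then exposed to compounds overnight at 37 deg C. Blocked degradation read as raised yellow fluorescence (Ex 488/Em 500-530).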
# TrxR1 substrate – is turned over as a substrate by rat TrxR1; O89049; purified TrxR1 substrate turnover, NADPH consumption readout; Potency, µM (titrated, usually from 114 µM), for the others: at the top dose activity change, negative = substrate turnover; 390,000 compounds, 0.01% hits; AID 588456; note: potency is the fitted concentration of half-maximal effect; % is set by controls: 0 for no effect and ±100 for the full control effect; nearly all actives have a fitted effect of over 50% in size
# Target sequence (O89049 whole entry, looked up): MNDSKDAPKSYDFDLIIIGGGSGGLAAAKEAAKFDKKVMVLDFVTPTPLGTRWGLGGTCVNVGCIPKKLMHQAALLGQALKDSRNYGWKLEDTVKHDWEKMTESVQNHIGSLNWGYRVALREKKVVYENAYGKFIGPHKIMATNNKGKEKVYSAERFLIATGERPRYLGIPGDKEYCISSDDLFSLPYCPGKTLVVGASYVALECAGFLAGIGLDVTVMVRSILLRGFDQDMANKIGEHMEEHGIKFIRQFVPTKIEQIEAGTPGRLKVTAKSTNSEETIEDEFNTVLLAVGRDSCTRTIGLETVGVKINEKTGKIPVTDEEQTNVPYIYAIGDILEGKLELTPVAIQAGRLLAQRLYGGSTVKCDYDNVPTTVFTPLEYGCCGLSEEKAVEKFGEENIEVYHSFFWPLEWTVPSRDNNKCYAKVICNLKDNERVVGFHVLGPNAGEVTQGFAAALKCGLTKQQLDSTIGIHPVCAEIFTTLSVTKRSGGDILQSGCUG
#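 Rat TrxR1, dispensed at 90 nM, was prereduced with 400 uM NADPH (final) for 5 min at ~22 deg C, then incubated with compound 15 min before 400 uM selenite. A first-read NADPH fluorescence drop versus no-compound background flagged substrates.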
# mIDH1 inhibitor – human IDH1 R132H inhibition; AID 602179; 390,000 compounds, 0.093% hits; IDH1-R132H enzyme, NADPH consumption, diaphorase/resazurin fluorescence; Potency, µM (doses to about 76.6 µM), for the others: at the top dose activity change, negative = inhibition, most hits filed as inhibitors; note: potency is the fitted concentration of half-maximal effect; % is set by controls: 0 for no effect and ±100 for the full control effect; nearly all actives have a fitted effect of over 65% in size
#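 IDH1-R132H (0.5 ug/mL dispensed) in pH 7.5 Tris buffer was preincubated 30 min with compound, then given a substrate mix of 0.016 mM NADPH and 2 mM alpha-KG for 80 min at room temperature; remaining NADPH was read by diaphorase/resazurin fluorescence.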
# LDHA block – inhibitors of human lactate dehydrogenase A; P00338; purified LDHA, NADH/diaphorase-resazurin fluorescence; stronger effect = lower value; activity change, % (values are at about 110 or 230 µM); 480,000 compounds, 0.15% hits; AID 1347041; in the data active = activity change below about -30%; inconclusive = mostly about -25% to -30%;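 note: plate controls were DMSO wells for no effect and wells without enzyme for full effect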
#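 Remaining NADH was detected by diaphorase (0.133 mg/mL) converting 37 µM resazurin to fluorescent resorufin, read at 0 and 20 minutes. The preceding 5-minute room-temperature reaction used 2 nM LDHA, 0.2 mM sodium pyruvate and 0.06 mM NADH at pH 7.4.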
# TrxR1 inh – inhibitors of rat thioredoxin reductase 1; O89049; recombinant rTrxR1, NADPH fluorescence consumption, selenite substrate; Potency, µM (series often up to 114 µM), for the others: at the highest dose activity change, negative = inhibition, hits mostly inhibitors; 390,000 compounds, 1% hits; note: potency is the fitted concentration of half-maximal effect; % is set by controls: 0 for no effect and ±100 for the full control effect; nearly all actives have a fitted effect of over 65% in size
#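 Rat TrxR1 (90 nM in the dispensed reagent) was pre-reduced with 400 uM NADPH for 5 min at room temperature, then incubated with compound for 15 min. After 400 uM selenite was added, NADPH fluorescence (Ex 340/Em 450 nm) was followed for 8 min.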
# USP1 inh – inhibitors of human USP1/UAF1 deubiquitinase; AID 743255; 390,000 compounds, 0.23% hits; recombinant USP1/UAF1, Ub-Rhodamine cleavage fluorescence; Potency, µM (series often up to 57.1 µM), for the others: at the highest dose activity change, negative = inhibition, hits mostly inhibitors; note: potency is the fitted concentration of half-maximal effect; % is set by controls: 0 for no effect and ±100 for the full control effect; nearly all actives have a fitted effect of over 60% in size; inactives centre near -12
#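 1 nM enzyme complex + cpd, 15 min RT; start with Ub-Rho 150nM final; kinetic fluorescence ex 480/em 540, 6 reads q60 s. Buffer 50mM HEPES pH 7.8, 0.5mM EDTA, 0.1 mg/ml BSA, 1mM TCEP, 0.01% Tween-20.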
# RGS4 inh – blocks human RGS4-accelerated GTP hydrolysis | Transcreener GDP fluorescence polarization, RGS4-accelerated GTP hydrolysis | P49798 | 390,000 compounds, 0.039% hits | Potency, µM (series often up to 114 µM), for the others: at the top dose activity change, negative = inhibition, usual class: inhibitors | AID 504845; note: potency is the fitted concentration of half-maximal effect; % is set by controls: 0 for no effect and ±100 for the full control effect; nearly all actives have a fitted effect of over 75% in size; some results filed as inactive show a strong effect at the top dose
# Target sequence (P49798 whole entry, looked up): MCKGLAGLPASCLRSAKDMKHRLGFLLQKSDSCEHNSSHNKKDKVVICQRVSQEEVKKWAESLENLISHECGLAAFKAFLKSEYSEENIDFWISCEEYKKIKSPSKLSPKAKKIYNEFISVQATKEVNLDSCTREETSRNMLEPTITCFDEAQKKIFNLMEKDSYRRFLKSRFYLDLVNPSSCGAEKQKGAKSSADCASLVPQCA
#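 MLSMR compounds (23 nl, pin-transferred) preincubated 10 min at room temperature with a 500nM (2x) first reagent, then RGS4 at 900nM (2x) plus Transcreener GDP mix added; fluorescence polarization (620/688 nm) read before and after 90 min at 30 °C.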
# Starred values were filed as active, the others as inactive; ? = inconclusive; · = no result given; & = joins results of further samples; [ ] = dose if it differs, or a comment. Unless noted, calls come from the whole dose curve; as a rule, active = well fitted curve in the direction sought with a large enough effect; inconclusive = small, poorly fitted or top-dose-only effect, or another doubt; inactive = no such curve, though single readings can be large; an effect the other way counts as inactive or inconclusive. The list is partial; count on the stated rates, not on these rows.
SMILES,GRP78 ERSR act,Vif-A3G inh,Vif-A3F inh,TrxR1 substrate,mIDH1 inhibitor,LDHA block,TrxR1 inh,USP1 inh,RGS4 inh
O=C(Cc1cccc(NC(=O)C2CCCN(C(=O)C3CCCCC3)C2)c1)Nc1ccc(C(=O)N2CCOCC2)cc1 (stereo not given),3%,0%,0%,0%,8%[38.3 µM],-3,20%,-8%,7%
O=C(/C=C/c1cccs1)Nc1sc2c(c1C(=O)O)CCCC2,3%,-5%,1%,-16%,17%,1,-18%,-24%,0%
COc1cccc(CNC(=O)Cn2nc(-c3ccc(C)cc3)ccc2=O)c1,-1%,1%,1%,1%[57.1 µM],-6%,-1,17%[57.1 µM],0%,3%
Cc1cc(N=Cc2cc(Cl)ccc2O)no1,-2%,1%,-13%,-11%,11%,5,-26%,-12%,7%
CC(C)NC(=O)NC(=O)CSc1nnc(COc2ccccc2Cl)o1,10%,-3%,2%,11%,8%,-3&-4,6%[57.1 µM],-12%,-6%
CCCCN(CC)CCCNC(=O)c1nn(-c2ccc(OC)cc2)c(=O)c2c1c1ccccc1n2C,·,·,·,2%,·,-5,15%,-21%,4%
Cn1c(=O)n(CC(=O)NCC2CCCO2)c(=O)c2c3c(sc21)CCCC3 (stereo not given),-2%,0%,-3%,8%,0%,2,6%,-18%,-16%
COc1ccc(S(=O)(=O)N(C)C[C@H]2Oc3ccc(NS(=O)(=O)c4ccc(F)cc4)cc3C(=O)N([C@H](C)CO)C[C@@H]2C)cc1,-3%,6%,-3%,3%,0%,-1,4%,?,-5%
C/C(=N\Nc1nc(C)cc(-c2ccccc2)n1)c1ccc(F)cc1,-1%,1%,20µM*,-9%,-1%,-2,-9%,4%,-17%
Cc1ccccc1OCC(=O)Nc1nnc(SCc2cc(=O)n3cc(Cl)ccc3n2)s1,-3%,-2%,-5%,-1%[57.1 µM],-7%,-3,12%[57.1 µM],-9%,-20%
CCN1CCN(c2ccc(NC(=O)c3ccc(OC)c(S(=O)(=O)N4CCCC4)c3)cc2)CC1,-6%,-1%,-9%,1%,5%,-1,11%,-16%,-4%
COc1cccc(CNC(=O)COC(=O)CN(C)S(=O)(=O)c2ccc(NC(C)=O)cc2)c1,-3%,-5%,2%,-6%,13%,-6,-10%,-3%,-1%
COc1ccc(C(=O)NC2CC2)cc1OC1CCN(Cc2ccccc2)CC1,-6%,0%,6%,-5%,2%,-4,-2%,-6%,-7%
Cc1cc(C(=O)Cn2c(CO)nc3ccccc32)c(C)n1C,4%,-2%,-4%,-2%,7%,1,0%,-5%,6%
O=C(Cn1cc(SCc2ccc(C(F)(F)F)cc2)c2ccccc21)N1CCOCC1,7%,-2%,8%,-12%,-13%,3,17%,-10%,2%
CC(C)OC(=O)c1c(NC(=O)COc2cccc(Br)c2)sc2c1CCCC2,0%,4%,1%,4%,26%,-2,-6%,-11%,-31%
Cc1ccc(NC(=O)c2cc(C)nn2-c2ccccc2)cc1,1%,-6%,1%,-8%&2%,-9%,-4&-15,3%&-2%,-23%&-24%,24%&10%
O=C(Cn1ccccc1=O)NCc1ccc(F)cc1,4%,0%,6%,5%[0.457 µM],-3%,-13,17%,-3%,-8%
CCOC(=O)N1CCN(C(=O)COC(=O)CN(C)S(=O)(=O)c2ccc(NC(C)=O)cc2)CC1,-7%,-5%,-20%,7%,6%,-1,17%,-15%,16%
COc1ccccc1-n1c(SCC(=O)NCC2CCCO2)nc2c([nH]c3ccccc32)c1=O (stereo not given),8%,-1%,-6%,1%,-11%,-1,24%,-11%,0%
Cc1ccccc1NC(=O)C(C)c1cccc(C(=O)c2ccccc2)c1 (stereo not given),4%,0%,10%,4%[57.1 µM],6%,1,8%[57.1 µM],-16%,-4%
CN(CCNC(=O)C1CCN(S(=O)(=O)N2CCOCC2)CC1)CCc1ccccc1,1%,2%,-2%,-6%,1%,-5,-9%,6%,10%
CSc1ccc(CN(C)C(C)C(=O)NCc2ccccc2)cc1 (stereo not given),-2%,1%,9%,-13%[57.1 µM],5%,-3,33%[57.1 µM],-16%,-28%
Cc1ccccc1CC(=O)Nc1ccc(S(=O)(=O)N2CCOCC2)cc1,-2%,3%,-2%,-6%,-1%,1,14%,-17%,-7%
CCn1c(CNC(=O)c2ccccc2F)nnc1SCCOc1ccccc1,-2%,-1%,1%,8%,12%,-1,28%,-24%,-7%
# Following part.
SMILES,GRP78 ERSR act,Vif-A3G inh,Vif-A3F inh,TrxR1 substrate,mIDH1 inhibitor,LDHA block,TrxR1 inh,USP1 inh,RGS4 inh
O=C(Nc1nc2cc3c(cc2s1)OCO3)C1=COCCO1,-14%,-17%,2%,2%[57.1 µM],18%,2,-5%[57.1 µM],-20%,-4%
COCCNc1ncnc2c1cnn2Cc1ccc(Cl)cc1,-4%,?,-9%,-9%,0%,-9,-16%,-6%,3%
COc1ccc(CNC(=O)c2cc(S(=O)(=O)N3CCCCC3)ccc2N2CCOCC2)cc1OC,-2%,-5%,6%,2%,4%,0,16%,2%,18%
Cc1ccc(NC(=O)CN2C(=O)C(c3ccc(F)cc3)=NC2(C)C)c(C)c1,·,·,·,5%,·,-4,11%,-4%,-3%
CC1CCCCN1Cc1c(O)ccc2c(=O)c(-c3ccc(Br)cc3)coc12 (stereo not given),3%,-5%,4%,56%[activator],-14%,-5,-3%,-16%,22%
Cc1ccc2nc(C(=O)N3CCCC(Nc4ccc(F)cc4)C3)cn2c1 (stereo not given),0%,0%,12%,4%,2%,8,0%,-8%,-30%
COc1c(O)c(=O)n2c3ccccc3c3ccnc1c32,-1%,2%,-6%,-1%,-7%,6,4%,?,-4%
CCS(=O)(=O)N1Cc2ccccc2CC1C(=O)Nc1nc2ccccc2[nH]1 (stereo not given),-2%,2%,-2%,3%,-2%,-2,18%,-15%,-2%[56.9 µM]
CCOc1ccc(NC(=O)c2nc(S(=O)(=O)Cc3ccc(C)cc3)ncc2Cl)cc1,-11%,-7%,·,-5%,·,9&1,?,·,·
N#CCCN(C(=O)c1cc2c(s1)-c1ccccc1S(=O)(=O)C2)c1ccccc1,-2%,3%,5%,-7%,-20%,-5,16%,-12%,2%[56.9 µM]
O=c1c2ccccc2nc(SCCN2CCOCC2)n1CCc1ccccc1,1%,-2%,3%,-3%,3%,-2,26%,-20%,9%
CCN(C[C@H]1N[C@@](C)(C(=O)OC)[C@H]2C(=O)N(C)C(=O)[C@@H]12)C(=O)c1ccc(C)cc1,3%,0%,7%,0%,0%[38.3 µM],0,-4%,-30%,-10%
COc1ccc2c(=O)c3c(=O)n(Cc4ccccc4)c(C(C)C)nc3oc2c1,-3%,0%,1%,-3%[57.1 µM],6%,-9,-2%[57.1 µM],-4%,3%
O=C(NNC(=O)c1ccccc1O)c1cccc(Br)c1,10%,-1%,4%,7%,-9%,3,38%[activator],-4%,27%
COc1cccc(OC)c1C(=O)Nc1ccc(S(=O)(=O)Nc2cc(C)nc(C)n2)cc1,-3%,0%,·,6%,0%,4,13%,-11%,-6%
CC1(C)C(=O)NC(=O)N1Cc1ccccc1,-1%,0%,3%,4%[57.1 µM],-9%,-5,27%[57.1 µM],-17%,3%
CCc1ccc(CNC(=O)c2ccc3c(c2)N=C(C)c2cc(C)ccc2S3)cc1,-3%,-11%,-17%,-5%,2%,6,12%,-19%,-13%
O=C(Nc1nc2cc3c(cc2s1)OCCO3)C1CCCCC1,-8%,-24%,-9%,-20%,5%,0,-15%,-10%,4%
CCc1ccc(CNC(=O)C2CCN(C(=O)c3ccc(-n4ccc5ccccc54)s3)CC2)cc1,-5%,3%,-8%,0%[57.1 µM],-30%,-20,15%[57.1 µM],-26%,-11%
Cc1c(C=O)c(Cl)n(C)c(=O)c1C#N,-8%,-5%,5%,1%[57.1 µM],16%,24,-52%,?,?
CCCCC1CCC(c2nc(-c3cccnc3)no2)CC1 (stereo not given),2%,-2%,-10%,6%[57.1 µM],2%,-3,7%[57.1 µM],-11%,21%
CCN1C(=O)c2ccc(C(=O)NCc3ccc4c(c3)OCO4)cc2C1=O,-3%,3%,-3%,-6%,18%,-9,1%,4%,26%
O=C(NCCN1CCOCC1)c1cc2c(=O)n3ccccc3nc2n1Cc1ccccc1,-6%,-5%,-17%,696%[activator],3%,2,21%,-11%,-8%
CC(=O)C(Sc1nnnn1-c1ccccc1)C(C)=O,0%,0%,6%,8%[57.1 µM],11%,-10,3%[57.1 µM],-16%,14%
Cc1cccc(N2CCN(C(=O)C3CCCN(C(=O)c4cc5sccc5n4C)C3)CC2)c1C (stereo not given),-4%,4%,3%,-3%,5%,3,15%,-17%,11%
Cc1cnc(C(=O)OCC(=O)Nc2ccc(C)c(S(=O)(=O)N3CCOCC3)c2)cn1,-3%,6%,-3%,10%[57.1 µM],1%,-6,10%[57.1 µM],-16%,16%
